Assay outcomes as filed in PubChem.
FEN1 inh = human FEN1 inhibition; P39748; hit rate 0.35% among 390,000; Potency, µM (highest dose often 114 µM), without a hit: at the top dose activity change, negative = inhibition, hits mostly inhibitors; Recombinant FEN1 flap cleavage, fluorescence, 15 min; also: nearly all actives have a fitted effect of over 65% in size
Target sequence (P39748 whole entry, looked up): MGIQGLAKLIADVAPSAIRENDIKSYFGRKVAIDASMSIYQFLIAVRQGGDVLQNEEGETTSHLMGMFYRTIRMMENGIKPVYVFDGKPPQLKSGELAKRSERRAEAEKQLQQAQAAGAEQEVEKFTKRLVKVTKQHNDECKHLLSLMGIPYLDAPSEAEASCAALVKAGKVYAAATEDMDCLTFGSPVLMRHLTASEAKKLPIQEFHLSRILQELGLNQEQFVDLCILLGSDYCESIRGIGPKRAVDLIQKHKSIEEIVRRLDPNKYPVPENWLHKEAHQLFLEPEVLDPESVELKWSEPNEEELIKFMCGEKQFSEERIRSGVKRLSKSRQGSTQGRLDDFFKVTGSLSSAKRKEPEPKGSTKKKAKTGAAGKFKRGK
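Steps: FEN1 (10 nM) dispensed; compound added by pin tool; 15 min at room temperature; substrate added to 50 nM final; reads at 0 min and 15 min; data normalized and fitted (four-parameter Hill).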
N370S GC mod = N370S glucocerebrosidase modulation, Gaucher chaperone candidate. P04062. N370S GC spleen homogenate, 4MU-glucoside fluorescence. Potency, µM (titrated, usually from 59.4 µM), without a hit: at the top dose activity change, negative = inhibition, most hits filed as inhibitors. hit rate 0.092% among 330,000;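 also: 0% = full enzyme activity and -100% = no enzyme basal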
DT40 TDP1 CPT = growth inhibition of DT40 Tdp1-/-;hTDP1 cells with camptothecin (screen for TDP1 inhibitors) | chicken DT40 Tdp1-/-;hTDP1 cells + 20 nM CPT, ATP luminescence, 48 h | Potency, µM (doses to about 46.2 µM), inactives show at the highest dose activity change, negative = growth inhibition, usual class: inhibitors | hit rate 12% among 420,000; also: nearly all actives have a fitted effect of over 55% in size
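Chicken DT40 Tdp1-/- cells stably complemented with human TDP1 were seeded at 400 cells/well in medium containing 20 nM camptothecin, exposed to pin-transferred compounds, and grown at 37 °C for at least 48 hr. Viability was read as ATP luminescence.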
* hit, by the source's call; ? = inconclusive; · = not tested or not shown; & = joins results of further samples. Calls follow the shape of the dose curve; as a rule, active = well fitted curve in the direction sought with a large enough effect; inconclusive = small, poorly fitted or top-dose-only effect, or another doubt; inactive = no such curve, though single readings can be large; an effect the other way counts as inactive or inconclusive. Unless noted, % is scaled to controls: 0 for no effect and ±100 for the full control effect; potency is read from the fitted curve at half-maximal effect. This is a subset; rates above refer to the full screens.

SMILES	FEN1 inh	N370S GC mod	DT40 TDP1 CPT
Cc1cc(NC(=O)CN2C(=O)NC3(CCCCCC3)C2=O)no1	-3.5%	0.6%	-16.5%
O=[N+]([O-])c1ccc(Nc2nc(Cl)nc(NCCO)n2)cc1	2.3%	-9.6%	7.4%
COc1cc(/C=N/NC(=O)c2cc(C3CC3)[nH]n2)ccc1O	-2.5%	-14.2%	-14.8%
O=C(Cc1ccccc1)N1CCN(S(=O)(=O)c2cccc([N+](=O)[O-])c2)CC1	7.2%	-2.3%	-9.6%
CCOC(=O)c1ccc(CN(Cc2ccccc2)S(=O)(=O)c2ccc(C)cc2)cc1	-3.1%	·	29.1µM*
O=c1c2ccccc2nc2n1C(CBr)CS2 (stereo unspecified)	-2.6%	-16.8%	2.5%
c1ccc(-c2cc(-c3ccccc3)c3c(n2)-c2ccccc2OC3)cc1	-15.3%	·	-29.3%
COc1cccc(CNCCSc2nnnn2C)c1OCc1ccc(F)cc1	-11.7%	·	?
Cc1ccc(S(=O)(=O)Nc2ccccc2C(=O)OC(C)C(=O)Nc2ccc3ccccc3c2)cc1[N+](=O)[O-] (stereo unspecified)	-2.0%	7.3%	?
Cc1ccc(CSCC(=O)N2CCN(Cc3ccc4c(c3)OCO4)CC2)cc1	-0.4%	-6.5%	?
CN1CCN(c2nc(-c3ccccc3)ncc2S(=O)(=O)c2ccccc2)CC1	-4.3%	12.5%	-9.8%
O=C(CN1C(=O)C2CC=CCC2C1=O)OCC(=O)c1ccc(Cl)c([N+](=O)[O-])c1 (stereo unspecified)	-5.8%	-8.5%	?
O=C(C[N+]12CN3CN(CN(C3)C1)C2)c1ccc(I)cc1	-9.3%	·	?
CCC(=O)Nc1ccccc1Sc1ncnc2scc(-c3ccccc3)c12	-3.2%	0.7%	-0.1%
CCOc1ccc(CNC(=O)C2CCCN(S(=O)(=O)N3CC(C)CC(C)C3)C2)cc1OC (stereo unspecified)	2.0%	-6.9%	-21.9%
O=C(Nc1ccccn1)c1ccccc1	0.0%	·	4.4%
Cc1oc(-c2ccc(Cl)cc2)nc1Cn1c(=O)cc(-c2ccccc2)c2c(C)nn(C)c21	13.2%	·	-9.1%
Cn1nnc2cc(C(=O)NCCC3=CCCCC3)ccc21	-0.3%	12.9%	-5.4%
COc1ccc(NC(=O)CSc2ncc(-c3ccc(Cl)cc3)[nH]2)cc1OC	11.8%	·	?
CCc1cccc2c(C#N)cn(CC(=O)NCCOC)c12	2.3%	0.1%	0.7%
Cc1ccc(C(=O)Nc2nc(=O)n(C(=O)c3ccccc3Cl)s2)cc1	-12.7%	16.3%	-4.8%
CC(C)CC(=O)N(c1ccc(F)cc1)C1C=CS(=O)(=O)C1 (stereo unspecified)	-5.9%	-12.4%	-3.1%
CCOC(=O)C1CCC(CN(Cc2ccccc2C)S(=O)(=O)c2ccc([N+](=O)[O-])cc2)CC1 (stereo unspecified)	-19.6%	2.9%	?
O=c1[nH]c(=S)[nH]c2sc3c(c12)CCCCCC3	-2.5%	0.9%	-14.9%
Nc1[nH]nc2nc3ccccc3nc12	·	-6.0%	?

Next section (six carried over from the part before).
SMILES	FEN1 inh	N370S GC mod	DT40 TDP1 CPT
CCc1cccc2c(C#N)cn(CC(=O)NCCOC)c12	2.3%	0.1%	0.7%
Cc1ccc(C(=O)Nc2nc(=O)n(C(=O)c3ccccc3Cl)s2)cc1	-12.7%	16.3%	-4.8%
CC(C)CC(=O)N(c1ccc(F)cc1)C1C=CS(=O)(=O)C1 (stereo unspecified)	-5.9%	-12.4%	-3.1%
CCOC(=O)C1CCC(CN(Cc2ccccc2C)S(=O)(=O)c2ccc([N+](=O)[O-])cc2)CC1 (stereo unspecified)	-19.6%	2.9%	?
O=c1[nH]c(=S)[nH]c2sc3c(c12)CCCCCC3	-2.5%	0.9%	-14.9%
Nc1[nH]nc2nc3ccccc3nc12	·	-6.0%	?
COc1cccc(S(=O)(=O)NCc2ccc(C(=O)N3CCN(C)CC3)cc2)c1	14.8%	-9.6%	-0.5%
CCOC(=O)c1sc2nc(C)nc(Nc3ccc(OC)c(OC)c3)c2c1C	7.8%	8.1%	-5.5%
COc1ccccc1N/C(N)=N/c1nc(CSc2ccc(C)cc2)cc(=O)[nH]1	1.3%	9.4%	18.4µM*
O=C(O)CCc1c2ccc(=O)c(O)c-2oc2c(O)c(O)ccc12	1.41µM*	·	-16.9%
CC(C)(C)c1nc2c(Br)cc(Br)cc2c(=O)o1	12.5%	-14.2%	0.0%
CCOc1ccc(N=Nc2c(=O)[nH]n3c(=O)cc(C)[nH]c23)cc1	-5.2%	-8.6%	20.6µM*
CCOc1ccc2c(c1)c1nc3ccccc3nc1n2C	-19.6%	14.2%	?
CCC(C)NC(=O)c1nc2c(nnn2Cc2ccccc2Cl)c(=O)[nH]1 (stereo unspecified)	-2.2%	4.5%	-6.7%
CSc1ccccc1-c1n[nH]c(=S)o1	7.8%	-0.4%	9.2%
CCCN(CCC)CCCNC(=O)CC1Nc2ccccc2NC1=O (stereo unspecified)	-5.2%	4.6%	-3.9%
Cc1cc(F)ccc1S(=O)(=O)Nc1ccccc1C(=O)Nc1ccccc1-c1nc2ccccc2[nH]1	-18.8%	-4.1%	5.8µM*
CCOc1ccc2[nH]c(=O)c(CN(CCN3CCOCC3)Cc3nnnn3C(C)(C)CC)cc2c1	-0.2%	3.0%	?
Cc1cccc(OCC(=O)NNC(=O)Nc2cccc(Cl)c2)c1C	0.2%	6.6%	-28.5%
COc1cccc(/C(C)=N/N=C(\C)c2cccc(OC)c2)c1	8.8%	-8.7%	-4.1%
Cc1oc2cc3oc(=O)c(CCC(=O)NCCCn4ccnc4)c(C)c3cc2c1C	10.1%	2.9%	?
O=C(NC1CCCc2ccccc21)C1CCN(S(=O)(=O)c2cccc3nonc23)CC1 (stereo unspecified)	0.7%	-3.2%	-7.3%
CC(C)(C)c1cc(C(=O)NCCCn2ccnc2)cc(C(C)(C)C)c1	-12.2%	?	?
CCN(CC)C(=O)CSc1nc2c(c(-c3cccnc3)c1C#N)CCCC2	-0.3%	-11.2%	?
Cc1cc(C)cc(N2C(=O)C3NN=C(C(=O)OCc4ccccc4)C3C2=O)c1 (stereo unspecified)	2.9%	11.3%	12.1%
CNC1(c2nnnn2-c2c(C)cccc2C)CCOC(C)(C)C1 (stereo unspecified)	1.5%	-1.6%	-0.8%
COc1cccc(-c2ccc3ncnc(NCc4cc(C)cs4)c3c2)c1	-0.2%	-25.3%	·
CCC(NC(=O)c1cccc(Cn2nc(C)c([N+](=O)[O-])c2C)c1)c1ccc(C(C)C)cc1 (stereo unspecified)	1.6%	?	-20.9%
O=C(Cc1n[nH]c(=O)c2ccccc12)N/N=C/c1cc2c(cc1Cl)OCO2	-9.3%	-2.5%	?
CC1CCCN(S(=O)(=O)c2ccc3[nH]c4c(c3c2)CCCC4)C1 (stereo unspecified)	?	7.7%	20.6µM*
O=C(COc1ccc2ccccc2c1Br)N1CCCCC1	-14.1%	-0.1%	?
Cc1ccc(S(=O)(=O)N2CCOCC2)c2nsnc12	-11.3%	2.1%	-9.5%
O=C(OC(C(=O)Nc1cccc(C(F)(F)F)c1)c1ccccc1)C1CCCCC1 (stereo unspecified)	-8.2%	?	-25.7%
CN1CCN(c2ncc3nc(CCc4ccccc4)c(=O)n(CCC#N)c3n2)CC1	·	-9.9%	?
CCCOc1ccc(C(CC(=O)O)NC(=O)c2cccs2)cc1 (stereo unspecified)	-0.3%	4.5%	5.7%
Cc1cc(=O)oc2cc(NC(=O)Cc3ccccc3)ccc12	8.4%	26.4%	8.6%
Cc1ccc(OCc2nc3ccccc3[nH]2)cc1	-14.3%	4.9%	?
CSc1ccc2[nH]c(=O)cc(C)c2c1	-4.4%	16.1%	4.4%
COc1cc(CNC2CCCCCC2)cc(OC)c1O	2.9%	22.9%	0.8%
O=C1NC(=S)SC1=Cc1cc(Br)ccc1O	?	·	29.1µM*
COc1cc(NC(=O)c2cc(-c3ccccc3O)no2)cc(OC)c1OC	-23.1%	·	2.31µM*
Cc1nc2oc3c(NCc4ccccn4)ncnc3c2c2c1COC(C)(C)C2	-5.1%	6.0%	-24.4%
N#CC1CC(c2ccccc2)Nc2cc(Cl)ccc2N1 (stereo unspecified)	-15.8%	-6.9%	16.4µM*
O=C(/C=C/c1ccc(N2CCCCC2)c([N+](=O)[O-])c1)c1ccc(S(=O)(=O)N2CCCC2)cc1	4.5%	-1.7%	9.2µM*
COC(=O)c1cc(Br)c(=O)n(CCN2CCCCC2)c1	1.5%	0.8%	-0.5%
Cc1ccc(-n2ncc(C(=O)NCCN3CCc4ccccc4C3)c2C2CCN(C(=O)OC(C)(C)C)CC2)cc1	1.9%	·	20.6µM*
C=CCOc1c(Cl)cc(CNc2ccc(N(C)C)cc2)cc1OC	-15.1%	-0.2%	6.51µM*
CCNC(=O)NC(=O)C(C)Oc1ccc(Br)cc1Br (stereo unspecified)	-10.3%	4.2%	-3.1%
O=c1[nH]c(=O)c2cc([N+](=O)[O-])cc([N+](=O)[O-])c2[nH]1	-0.7%	-0.2%	?
COc1ccc(Cl)cc1NS(=O)(=O)c1cccc(C(=O)NC2CCC(O)CC2)c1 (stereo unspecified)	7.5%	-11.9%	1.8%
CCN(CC)C(=O)CN(c1ccc(F)c(Cl)c1)S(C)(=O)=O	-1.9%	4.0%	0.7%
CCOc1cc(C2C3=C(CC(C)(C)CC3=O)N(CCCOC)C3=C2C(=O)CC(C)(C)C3)ccc1OC	2.9%	-12.9%	-1.5%
Cc1cnc(C(=O)Nc2ccccc2F)cn1	6.0%	-3.2%	?
CCCSc1ncc(Cl)c(C(=O)NCc2ccc(OC)cc2)n1	-9.3%	·	-12.7%
Fc1ccc(-n2nnc(-c3ccccc3)n2)cc1	7.1%	6.3%	-5.2%
CC[C@@]1(C(=O)OC)N[C@H](CN(C)S(=O)(=O)c2ccc(OC)cc2)[C@@H]2C(=O)N(C)C(=O)[C@@H]21	16.1%	·	-17.5%
CCOC(=O)N1CCN(CC(O)COCc2ccccc2)CC1 (stereo unspecified)	-2.8%	8.4%	-3.0%
COc1ccc(N(CC(=O)NC(C)c2ccccc2)S(=O)(=O)c2c(C)noc2C)cc1 (stereo unspecified)	-6.0%&-0.8%	-5.5%	-26.0%&-15.9%

In a second layout: entries from further up
Results follow in this order: FEN1 inh | N370S GC mod | DT40 TDP1 CPT
Cc1ccc(S(=O)(=O)N2CCOCC2)c2nsnc12
 : -11.3% | 2.1% | -9.5%
O=C(OC(C(=O)Nc1cccc(C(F)(F)F)c1)c1ccccc1)C1CCCCC1 (stereo unspecified)
 : -8.2% | ? | -25.7%
CN1CCN(c2ncc3nc(CCc4ccccc4)c(=O)n(CCC#N)c3n2)CC1
 : · | -9.9% | ?
CCCOc1ccc(C(CC(=O)O)NC(=O)c2cccs2)cc1 (stereo unspecified)
 : -0.3% | 4.5% | 5.7%
Cc1cc(=O)oc2cc(NC(=O)Cc3ccccc3)ccc12
 : 8.4% | 26.4% | 8.6%
Cc1ccc(OCc2nc3ccccc3[nH]2)cc1
 : -14.3% | 4.9% | ?
CSc1ccc2[nH]c(=O)cc(C)c2c1
 : -4.4% | 16.1% | 4.4%
